Screening data as filed in PubChem BioAssay.
DRD3 antagonist – qHTS of D3 Dopamine Receptor Antagonist: qHTS | D(3) dopamine receptor (Homo sapiens), P35462 | D3R cells, DiscoveRx beta-arrestin luminescence, antagonist mode; hits give low values | max response, negative = inhibition, % | 360,000 compounds, 2.5% hits | AID 652054, 2013; in the data active = max response below about -50%; inconclusive = no clear call, values can overlap the other calls; note: % is set by controls: 0 for no effect and ±100 for the full control effect; mostly tested at two doses, the higher about 12 µM
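Cells expressing the human receptor were seeded at 1500 cells/well, incubated overnight at 37 degrees C in 5% CO2, then exposed to library compounds with dopamine controls for 90 minutes at 37 degrees C before luminescent detection.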
aSyn rescue – qHTS of alpha-syn Inhibitors. 370,000 compounds, 0.14% hits. Yeast expressing alpha-synuclein, growth rescue, BacTiter-Glo, 24 h. AID 652106, 2013. Potency, µM (titrated, usually from 46.1 µM), for inactives: top-dose growth rescue (activation), usual class: activators; note: potency is the fitted concentration of half-maximal effect; % of control where 0% means no effect; nearly all actives have a fitted effect of over 65% in size
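Screening used galactose-induced yeast with toxic alpha-synuclein levels, exposed to compound for 24 hr at 30 deg C. Cell growth, read with BacTiter-Glo luminescence, gave the measured signal.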
EPAC2 antag – qHTS for Antagonist of cAMP-regulated guanine nucleotide exchange factor 2 (EPAC2): primary screen. Rap guanine nucleotide exchange factor 4 (Homo sapiens), Q8WZA2. EPAC2 GEF exchange of Rap1B-BODIPY-GDP, fluorescence. Potency, µM (titrated, usually from 114 µM), for the others: top-dose activity, negative = inhibition, most hits filed as inhibitors. 360,000 compounds, 0.18% hits. AID 720708, 2013; note: potency is the fitted concentration of half-maximal effect; % is set by controls: 0 for no effect and ±100 for the full control effect; nearly all actives have a fitted effect of over 45% in size; many of its hits are not listed in these tables
Target sequence (Q8WZA2 whole entry, looked up): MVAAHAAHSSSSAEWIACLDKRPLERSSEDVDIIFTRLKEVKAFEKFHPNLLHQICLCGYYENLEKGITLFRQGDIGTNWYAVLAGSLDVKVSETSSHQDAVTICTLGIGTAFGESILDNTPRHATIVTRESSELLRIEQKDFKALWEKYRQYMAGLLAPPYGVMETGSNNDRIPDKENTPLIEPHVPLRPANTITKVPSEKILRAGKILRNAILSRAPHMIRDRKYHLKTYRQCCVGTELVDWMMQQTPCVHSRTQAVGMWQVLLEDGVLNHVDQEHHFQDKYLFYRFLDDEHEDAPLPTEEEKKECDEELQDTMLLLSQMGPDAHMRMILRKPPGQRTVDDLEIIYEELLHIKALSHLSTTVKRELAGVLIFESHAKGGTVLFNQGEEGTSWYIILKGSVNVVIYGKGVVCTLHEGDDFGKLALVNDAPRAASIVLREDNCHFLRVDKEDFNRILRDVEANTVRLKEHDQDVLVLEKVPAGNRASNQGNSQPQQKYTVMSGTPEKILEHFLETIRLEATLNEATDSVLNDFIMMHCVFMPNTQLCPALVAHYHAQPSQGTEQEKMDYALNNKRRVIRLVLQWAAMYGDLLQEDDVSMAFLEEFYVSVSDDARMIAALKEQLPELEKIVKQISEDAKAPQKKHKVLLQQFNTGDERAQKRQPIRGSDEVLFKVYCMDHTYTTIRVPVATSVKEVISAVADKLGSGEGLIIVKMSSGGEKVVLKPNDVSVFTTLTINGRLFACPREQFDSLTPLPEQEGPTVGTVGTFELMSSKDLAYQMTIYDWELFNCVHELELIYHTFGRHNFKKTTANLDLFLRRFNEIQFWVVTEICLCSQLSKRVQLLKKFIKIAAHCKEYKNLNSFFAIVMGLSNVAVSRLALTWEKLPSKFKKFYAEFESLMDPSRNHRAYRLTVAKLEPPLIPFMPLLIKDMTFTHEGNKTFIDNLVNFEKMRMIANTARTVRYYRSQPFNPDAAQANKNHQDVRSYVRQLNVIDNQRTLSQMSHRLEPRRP
DRD3 agonist – qHTS of D3 Dopamine Receptor Agonist: qHTS | D3R DiscoveRx beta-arrestin cells, luminescence, 90 min | max activation, % | 410,000 compounds, 0.58% hits; in the data active = max activation above about 30%; note: 0% is about no effect; mostly tested at two doses, the higher about 12 µM
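Cells at 1500/well, incubated overnight, then treated with pinned compounds (dopamine as control) for 90 min at 37 degrees C. DiscoveRx reagent added for 30 - 60 minutes at room temperature; luminescence read.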
EPAC2 ag – qHTS for Agonist of cAMP-regulated guanine nucleotide exchange factor 4 (EPAC2): primary screen. Rap guanine nucleotide exchange factor 4 (Homo sapiens), Q8WZA2. EPAC2 activation, biochemical qHTS; response scale: 100% = 6.5 mM cAMP response. Potency, µM (series often up to 154 µM), for the others: at the highest dose activation, usual class: activators. 360,000 compounds, 0.079% hits. AID 720711, 2013; note: potency is the fitted concentration of half-maximal effect; nearly all actives have a fitted effect of over 50% in size
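Fluorescence exchange assay: 100 nM EPAC2 with 250 nM RAP1B-BODIPY-GDP and 50 uM GDP; compounds tested as a concentration-titration series (qHTS). Loss of Rap1-bound BODIPY-GDP fluorescence read at 480/540 nm; data normalized to 6.5 mM cAMP.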
FUS yeast rescue – qHTS for Suppressors of FUS Proteinopathy: Primary screen using FUS-linked yeast assay | S. cerevisiae FUS-expressing, growth rescue, OD600, 24 h | Potency, µM (doses to about 76.6 µM), without a hit: at the top dose growth rescue (activation), usual class: activators | 390,000 compounds, 0.24% hits | AID 1347120, 2019;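 note: potency is the fitted concentration of half-maximal effect; plate controls were DMSO vehicle for no effect and reference control for full effect; nearly all actives have a fitted effect of over 55% in size; some results filed as inactive show a strong effect at the top dose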
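FUS-expressing yeast, raffinose-pregrown, induced in 2% galactose minimal medium at OD 0.005; compounds in a dilution series, 24hr at 30C. Growth restoration read as absorbance at 600 nm. CP55940 positive control, DMSO negative.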
Abeta yeast res – qHTS for compounds that reverse cellular toxicity of Amyloid beta (A-beta) peptide in yeast: Primary Screen. yeast expressing A-beta42, growth rescue, OD600, 48 h; response scale: 0% DMSO, 100% iron-clioquinol control. AID 1347071, 2019. Potency, µM (highest dose often 46.1 µM), for the others: at the top dose growth rescue, most hits filed as activators. 410,000 compounds, 0.063% hits; note: potency is the fitted concentration of half-maximal effect; nearly all actives have a fitted effect of over 55% in size
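Yeast A-beta toxicity model in growth medium with pinned compounds, 48 h at 30 C; growth read as absorbance at 600 nm. Normalized to FeCl3/clioquinol equimolar mix (positive) and DMSO (negative).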
TDP-43 yeast inh – qHTS of TDP-43 Inhibitors; TDP-43 expressing yeast growth rescue, BacTiter-Glo, 24 h; Potency, µM (top dose mostly 46.1 µM), without a hit: at the highest dose growth rescue (activation), actives largely listed as activators; 410,000 compounds, 1.8% hits; AID 652104, 2013; note: potency is the fitted concentration of half-maximal effect; % of control where 0% means no effect; nearly all actives have a fitted effect of over 50% in size
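Galactose-induced TDP-43 yeast, OD600=0.02, compound pinned; 24 hr, 30 deg C; BacTiter-Glo luminescence for growth. Inhibitors of TDP-43 toxicity read as activators.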
* marks the source's active call; other numbers are inactive results; ? = inconclusive; nt = not tested or not shown; & = joins results of further samples; [ ] = dose if it differs, or a comment. Unless noted, calls come from the whole dose curve; as a rule, active = well fitted curve in the direction sought with a large enough effect; inconclusive = small, poorly fitted or top-dose-only effect, or another doubt; inactive = no such curve, though single readings can be large; an effect the other way counts as inactive or inconclusive. Not all compounds are listed; the hit share may differ from the screen's.

1: CCn1cc([N+](=O)[O-])c(C(=O)Nc2c(C)nn(Cc3c(F)c(F)c(F)c(F)c3F)c2C)n1
2: O=C(CN1C(=O)NC(c2ccccc2)(c2ccccc2)C1=O)NCc1cccs1
3: CCCCCCCCN1C(=O)[C@H](CC(=O)NCCCOC)C[C@@]2(C(=O)OCC)CCCC=C12
4: O=C(Nc1ccc(N2CCOCC2)cc1)C1(S(=O)(=O)c2ccccc2)CC1
5: CCC/C=N/Nc1nnc(Cc2ccccc2)c(=O)[nH]1
6: CSCCC(C(=O)Nc1c(C)cccc1C)n1c(COc2ccc(C)cc2)nc2ccccc21 (stereo not given)
7: CCn1cnc2cc(NCc3nc4ccccc4n3C)ccc21
8: Cc1ccc(C)c(NC(=O)CN(C)C(=O)c2cc(S(=O)(=O)N3CCOCC3)ccc2N2CCCC2)c1
9: COCCCN1C(=O)C(CC(=O)NC(c2ccccc2)c2ccccc2)CC(C(=O)N2CCOCC2)=C1C (stereo not given)
10: Cc1ccc(SCC(=O)Nc2ccc(C(=O)Nc3ccc(O)cc3)cc2)cc1

screen / no.,1,2,3,4,5,6,7,8,9,10
DRD3 antagonist,8,5,6,7,0,1,-23,-17,?,-2
aSyn rescue,-10%,-2%[1.84 µM],9%,-3%,0%,7%,-13%,2%,1%,-3%
EPAC2 antag,9%,2%,-22%,6%,1%,-12%,6%,8%,-5%,10%
DRD3 agonist,8,-6,-2,-9,4,-1,-18,-15,-7,4
EPAC2 ag,3%,-2%,-6%,9%,-3%,2%,9%,-1%,10%,2%
FUS yeast rescue,7%,17%,13µM*,30%,4%,?,5%,nt,-10%,26%
Abeta yeast res,-3%,4%,-8%,-2%,-10%,12%,-15%,-10%,-17%,-13%
TDP-43 yeast inh,-17%,19%,0%,8%,-6%,?,-17%,0%,8%,15%[9.22 µM]

Part of the list above in order of count of non-hydrogen atoms, highest first.
3: CCCCCCCCN1C(=O)[C@H](CC(=O)NCCCOC)C[C@@]2(C(=O)OCC)CCCC=C12
10: Cc1ccc(SCC(=O)Nc2ccc(C(=O)Nc3ccc(O)cc3)cc2)cc1
4: O=C(Nc1ccc(N2CCOCC2)cc1)C1(S(=O)(=O)c2ccccc2)CC1

screen / no.,3,10,4
DRD3 antagonist,6,-2,7
aSyn rescue,9%,-3%,-3%
EPAC2 antag,-22%,10%,6%
DRD3 agonist,-2,4,-9
EPAC2 ag,-6%,2%,9%
FUS yeast rescue,13µM*,26%,30%
Abeta yeast res,-8%,-13%,-2%
TDP-43 yeast inh,0%,15%[9.22 µM],8%

Later entries.
11: C/C(=N\Nc1ccc(C#N)cc1[N+](=O)[O-])c1ccc(C)o1
12: COc1ccccc1NC(=O)c1cc(C(=O)Nc2ccccc2OC)cc(N2C(=O)CCC2=O)c1
13: COC(=O)[C@H](C)NC(=O)N1CCC(Cc2ccccc2)CC1
14: Cc1nc(C)n(C(C)CNC(=O)c2ccco2)n1 (stereo not given)
15: CCCC(=O)N1CCCC1(C)C(=O)NCc1ccc(SC)cc1 (stereo not given)
16: Cc1ccc(NC(=O)c2sc3ncn(CC(=O)N4CCN(c5ccccn5)CC4)c(=O)c3c2C)cc1
17: CCOC(=O)c1ccc(NC(=O)NCc2ccccc2OC)cc1
18: CCc1ccc(NC(=O)c2ccc3c(c2)CCN3S(C)(=O)=O)cc1
19: CC(O)C(NS(=O)(=O)c1ccc(Cl)cc1)C(=O)OCC(=O)c1ccc2c(c1)NC(=O)CO2 (stereo not given)
20: CCN1/C(=C/c2ccc3cccc(C)c3[n+]2CC)Sc2ccccc21

screen / no.,11,12,13,14,15,16,17,18,19,20
DRD3 antagonist,-6,14,-2,10,-1,11,-19,-10,4,-18
aSyn rescue,-2%,0%,0%,-1%,2%,-1%,-7%,-2%,8%,-58%[inhibitor]
EPAC2 antag,-6%,5%,-7%,-7%,-8%,-11%,-5%,5%,9%,-3%
DRD3 agonist,-5,11,-2,7,3,0,-9,-5,-5,-35
EPAC2 ag,14%,0%,5%,4%,4%,7%,-3%,9%,3%,-13%
FUS yeast rescue,-13%,13%,-22%,-10%,-6%,-7%,7%,-17%,nt,18%
Abeta yeast res,-4%,-3%,-1%,-8%,-14%,8%,13%,-4%,2%,-94%[inhibitor]
TDP-43 yeast inh,-19%,8%,16%,-3%,14%,1%,7%,10%,10%,-94%[inhibitor]

21: Cc1occc1C(=O)N/N=C/c1ccc[nH]1
22: O=C(NC1CCCCC1)N1CCN(CCc2ccccc2)CC1
23: O=c1c2cc3c(cc2n(Cc2ccccc2)c(=O)n1Cc1nc(-c2ccccc2)no1)OCO3
24: Cc1cc(=O)c2cc(C(=O)Nc3ccc(C)c(C)c3)ccc2[nH]1
25: O=C(Nc1cccc(-c2nc3ccccc3[nH]2)c1)c1ccccn1
26: O=C(Nc1ccc(N2CCOCC2)cc1)c1csc([C@@H]2C[C@H](O)[C@@H](CO)O2)n1
27: CC(C)Cn1c(O)c(N=NC(=O)c2cccc(S(=O)(=O)N3CCCCC3)c2)c2ccccc21
28: CCOC(=O)c1cnc(-n2nc(C)cc2C)nc1NNc1nc(C)cc(C)n1
29: CCCOc1ccc(C(=O)NNC(=S)NC(=O)c2ccccc2[N+](=O)[O-])cc1
30: Cc1cc(C)cc(Nc2cc(C)nc3nc(C)nn23)c1

screen / no.,21,22,23,24,25,26,27,28,29,30
DRD3 antagonist,2,-61*,nt,nt,23,36,-11,78,6,-14
aSyn rescue,4%,-3%,nt,nt,-11%,?,10%,-3%,4%,1%
EPAC2 antag,6%,-3%,nt,nt,2%,2%,-13%,1%,-4%,7%
DRD3 agonist,-3,-20,-6,-6,-15,5,16,-4,5,-1
EPAC2 ag,-5%,-3%,nt,nt,12%,4%,1%,8%,-2%,10%
FUS yeast rescue,-12%,0%,-11%,4%,41%,-28%,nt,11%,-1%,-9%
Abeta yeast res,3%,-5%,-10%,-7%,-8%,-9%,3%,-2%,0%,0%
TDP-43 yeast inh,-4%,-1%,-1%,18%[9.22 µM],-11%,2%,17%,-4%,?,7%

31: CCN(C(=O)CSc1nnc(-c2cccc(Cl)c2)n1N)c1c(N)n(Cc2ccccc2)c(=O)[nH]c1=O
32: COCCCNc1nc2c(c(=O)n(Cc3ccccc3)c(=O)n2C)n1C
33: O=c1c2sccc2n(Cc2cccc(F)c2)c(=O)n1-c1ccc(F)cc1
34: OCC[C@H]1C[C@H](O)[C@@H](O)[C@@]2(CCc3ccccc3O2)O1
35: CC1CC(C)(C)NC(=S)N1CCCC(=O)Nc1ccc(Cl)cc1 (stereo not given)
36: Cc1cc(O)c(C(=O)/C=C/c2ccccc2)c(=O)o1
37: CN(C(=O)COC(=O)CSc1ccc(C(N)=O)cc1[N+](=O)[O-])C1CCS(=O)(=O)C1 (stereo not given)
38: Cc1ccc(NC(=O)CCNS(=O)(=O)c2ccc(Br)s2)cc1
39: COC(=O)c1sc(NC(=O)CSc2n[nH]c(N)n2)c(C(=O)OC)c1C
40: CCn1nc(NC(=O)c2ccccc2)c2cc3cccc(C)c3nc21

screen / no.,31,32,33,34,35,36,37,38,39,40
DRD3 antagonist,5,nt,4,21,2,11,0,14,-8,7
aSyn rescue,-2%,nt,1%,1%,-4%,11%,-1%,0%,-4%,-15%
EPAC2 antag,2%,nt,-17%,4%,4%,-11%,-10%,?,1%,-3%
DRD3 agonist,6,2,-7,12,-9,4,-8,-4&0,-4,8
EPAC2 ag,7%,nt,4%,6%,5%,-12%,8%,3%,8%,12%
FUS yeast rescue,7%,-17%,nt,9%,5%,28%,24%,10%&2%,6%,4%
Abeta yeast res,8%,-4%,9%,3%,21%,-31%,-4%,-7%&-4%,2%,22%
TDP-43 yeast inh,17%,8%,-19%,11%,19%[9.22 µM],-44%,8%,-10%&5%,19%,2%

Along the list, as entered above.
EPAC2 ag, entries 31–39, in order: 7%, nt, 4%, 6%, 5%, -12%, 8%, 3%, 8%

The listing continues:
41: CN(C)S(=O)(=O)c1ccc(C(=O)NC(=O)CSc2nnnn2C)cc1
42: Oc1ccc(Br)cc1/C=N/n1c(-c2ccccc2)n[nH]c1=S
43: Cc1nn(-c2ccccc2)c(C)c1NC(=O)COc1ccc(C#N)cc1
44: O=C(Nc1cccc(-c2cccc(Cl)c2)c1)C1CCN(Cc2ccccn2)CC1
45: CC1CCCN(C(=O)Nc2cccc(NC(=O)N3CCCC(C)C3C)c2)C1C (stereo not given)
46: O=[N+]([O-])c1ccc(N=Nc2c(O)[nH]c3ccc(F)cc23)cc1
47: COC(=O)Cc1c(C)c2ccc(OC3CCCCC3=O)c(C)c2oc1=O (stereo not given)
48: O=C(CCS(=O)(=O)Cc1ccccc1)N1CCN(c2ccc([N+](=O)[O-])cc2)CC1
49: COc1cc(C)c(-c2[nH]ncc2-c2csc(C)n2)c(O)c1
50: O=c1cc(-c2ccc(O)cc2)oc2cc(O)c([C@@H]3O[C@H](CO)[C@@H](O)[C@H](O)[C@H]3O)c(O)c12
51: O=C(O)c1ccc(-c2noc(-c3ccccc3F)n2)cc1

screen / no.,41,42,43,44,45,46,47,48,49,50,51
DRD3 antagonist,-8,-18,19,-13,-14,-3,33,7,-11,7,nt
aSyn rescue,1%,0%,-1%,-1%,0%,-13%,3%,1%,-3%,-1%,nt
EPAC2 antag,2%,-6%,0%,3%,5%,2%,9%,0%,-5%,-18%,-4%
DRD3 agonist,2,-6,1,-19,-4,0,10,10,-6,0,nt
EPAC2 ag,4%,11%,4%,17%,-5%,11%,6%,-7%,10%,6%,0%
FUS yeast rescue,-4%,-12%,nt,31%,?,22%,13%,22%,17%,-10%,-14%
Abeta yeast res,4%,20%,12%,-4%,-5%,-2%,9%,2%,0%,1%,-11%
TDP-43 yeast inh,10%,-3%,-8%,-30%[inhibitor],-2%,-2%,20%,-7%,21%,6%,nt
